Screens: PubChem BioAssay, several laboratories
OX1R antag: OX1R (human) antagonism | AID 485270 | inhibition, % at 6.6 µM | OX1R-expressing cells, FRET antagonist read-out | hit rate 1.8% among 330,000; in the data active means inhibition mostly above about 38%, no sharp cut-off; inactive means mostly below about 40%;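 further: 0% = agonist challenge alone and 100% = reference antagonist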
Target sequence (O43613 whole entry, looked up): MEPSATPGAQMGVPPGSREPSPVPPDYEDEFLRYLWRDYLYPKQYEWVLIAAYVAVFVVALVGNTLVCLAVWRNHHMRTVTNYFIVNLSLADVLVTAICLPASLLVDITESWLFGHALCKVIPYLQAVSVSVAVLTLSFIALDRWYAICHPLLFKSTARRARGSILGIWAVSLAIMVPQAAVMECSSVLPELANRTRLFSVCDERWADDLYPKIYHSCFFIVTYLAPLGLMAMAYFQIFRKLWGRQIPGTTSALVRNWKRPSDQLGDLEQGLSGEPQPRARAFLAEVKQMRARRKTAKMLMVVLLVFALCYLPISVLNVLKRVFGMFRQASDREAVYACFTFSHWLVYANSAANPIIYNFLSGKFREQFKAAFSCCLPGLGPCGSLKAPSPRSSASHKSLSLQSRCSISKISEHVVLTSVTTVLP
STK33 inh: human STK33 kinase inhibition; Q9BYT3; purified STK33, MBP phosphorylation, ADP-Glo luminescence; inhibition, % at 10 µM; hit rate 0.073% among 320,000;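 active means inhibition at or above 25%, using the most active replicate where run in duplicate; inactive means inhibition below 25%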
Target sequence (Q9BYT3 whole entry, looked up): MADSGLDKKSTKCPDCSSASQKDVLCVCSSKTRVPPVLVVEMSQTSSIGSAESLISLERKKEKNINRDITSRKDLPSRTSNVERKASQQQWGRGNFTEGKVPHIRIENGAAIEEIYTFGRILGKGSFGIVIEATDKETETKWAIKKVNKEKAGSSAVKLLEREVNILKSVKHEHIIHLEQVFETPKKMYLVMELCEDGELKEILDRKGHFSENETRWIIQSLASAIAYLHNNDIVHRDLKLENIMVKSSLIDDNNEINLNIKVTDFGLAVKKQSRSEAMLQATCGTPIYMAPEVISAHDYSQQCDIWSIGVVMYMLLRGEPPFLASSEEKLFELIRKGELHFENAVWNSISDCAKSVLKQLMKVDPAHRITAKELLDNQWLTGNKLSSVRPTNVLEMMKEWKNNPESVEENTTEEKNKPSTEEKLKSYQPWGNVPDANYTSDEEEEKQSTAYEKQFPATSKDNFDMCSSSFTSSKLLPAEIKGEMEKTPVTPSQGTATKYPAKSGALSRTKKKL
KCNQ2 block: KCNQ2 channel blockers in CHO-K1 cells – cell-based, FluxOR thallium flux, B-score, primary screen (AID 2156) | O88943 | 20 min; active compounds read low | B-score at 10 µM | hit rate 1.1% among 310,000;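 active means fluorescence ratio B-score at most minus 3 library SDs, with starting brightness B-score within 2 library SDs, cut at about -5.5 in these data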
Starred values were filed as active, the others as inactive; i = inactive; nt = not tested or not shown.

SMILES	OX1R antag	STK33 inh	KCNQ2 block
CC(C)c1cccc(OCCN2CCCC2)c1	11	0.4	i
CN(CC(=O)N1CCc2ccccc21)S(=O)(=O)c1ccc(Cl)cc1	2	-1.8	i
CCOc1ccc(NC(N)=O)cc1OCC	12	0.0	i
CC(=O)OCCCN1C(=O)c2ccc(Br)cc2C1=O	11	-0.4	i
Cc1cc(F)ccc1S(=O)(=O)NCC1CC2CCC1C2 (stereo not given)	4	-0.9	i
CCOc1ccccc1NC(=O)CSc1nnc(CNC(=O)c2ccco2)o1	12	-0.2	i
CCOc1cc(C(=O)Nc2cc(OC)cc(OC)c2)ccc1OCC(=O)N1CCOCC1	-1	-0.1	nt
CN(C(=O)CSc1nc(-c2ccc(F)cc2)cs1)C1CCS(=O)(=O)C1 (stereo not given)	12	-0.9	i
CCOC(=O)C1=C(c2ccccc2)N=c2s/c(=C\c3ccco3)c(=O)n2C1c1cccs1 (stereo not given)	1	0.0	i
CCS(=O)(=O)N1Cc2ccccc2CC1C(=O)N(C)Cc1ccc(OC)cc1OC (stereo not given)	10	-1.0	i
CCOC(=O)C1=C(C)N(C)C(=O)NC1c1cccc2ccccc12 (stereo not given)	16	-1.6	i
CC1(C)C(=O)OC(/C=C\c2cccc([N+](=O)[O-])c2)C(C)(C)C1=O (stereo not given)	16	1.4	i
CCOc1ccccc1OCC(=O)Nc1cccc(S(=O)(=O)NC2=NCCCCC2)c1	-1	-1.0	nt
COC(=O)c1ccc(OCCOc2ccc(C(=O)OC)cc2)cc1	3	0.6	i
CC1CCN(C(=O)C2CCN(CC(C)c3ccccc3)CC2)CC1 (stereo not given)	15	-0.1	i
O=C(COC(=O)c1cc2c(s1)CCCCC2)NC1CCS(=O)(=O)C1 (stereo not given)	4	-2.2	i
CSc1nnc(-c2ccc(F)cc2)o1	14	-1.1	i
CCn1nc(C)c(CN2CCN(Cc3cccc(OC)c3)C(CCO)C2)c1C (stereo not given)	11	0.3	i
N#CC1=C2N=C(N)c3ccccc3N2C2=C(C(=O)CCC2)C1c1cccc(Cl)c1 (stereo not given)	33	-0.4	i
Cc1cc(-c2ccc(N3CCOCC3)cc2)nc2ccccc12	91*	-0.6	i
CCCCSc1nn[nH]n1	13	-1.1	i
COc1ccc(CCNC(=O)COC(=O)Cc2c[nH]c3ccccc23)cc1OC	5	-3.7	nt
COc1ccc(Oc2c(C(F)(F)F)oc3cc(OCC(=O)O)ccc3c2=O)cc1	5	-0.4	i
Cc1cc(C2=NNC(=NCCc3ccccc3)SC2)c(C)n1CC1CCCO1 (stereo not given)	10	2.2	i
COc1cccc(C(=O)Nc2ccc(N(C)C)cc2)c1OC	8	0.5	i

Some of the entries above in a different format:
CCCCSc1nn[nH]n1
  OX1R antag: 13	STK33 inh: -1.1	KCNQ2 block: i

COc1ccc(CCNC(=O)COC(=O)Cc2c[nH]c3ccccc23)cc1OC
  OX1R antag: 5	STK33 inh: -3.7	KCNQ2 block: nt

COc1ccc(Oc2c(C(F)(F)F)oc3cc(OCC(=O)O)ccc3c2=O)cc1
  OX1R antag: 5	STK33 inh: -0.4	KCNQ2 block: i

Cc1cc(C2=NNC(=NCCc3ccccc3)SC2)c(C)n1CC1CCCO1 (stereo not given)
  OX1R antag: 10	STK33 inh: 2.2	KCNQ2 block: i

Additional records follow.
SMILES	OX1R antag	STK33 inh	KCNQ2 block
O=C(/C=C/c1ccccc1)NCCc1ccc2c(c1)OCCO2	20	nt	i
O=C(COC(=O)/C=C/c1cn(-c2ccccc2)nc1-c1ccc2c(c1)OCCO2)NC1CCS(=O)(=O)C1 (stereo not given)	19	0.7	i
COc1ccc(S(=O)(=O)NCc2ccccn2)cc1Cl	13	-0.3	i
CCOC(=O)c1ccc(NC(=O)CSc2nc3ncccc3[nH]2)cc1	22	0.5	i
O=S(=O)(Nc1ncnc2scc(-c3ccc(F)cc3)c12)c1cc(F)ccc1F	64	-0.8	i
COc1ccc(C(=O)Nc2c(Cl)cc(Cl)cc2C(=O)N2CCOCC2)cc1	1	1.2	i
CN(CC(=O)Nc1ccc(Cl)c(Cl)c1)C(=O)/C=C/c1ccc(F)cc1	14	-1.5	i
Cc1ccc(S(=O)(=O)N2CCN(C(=O)CN3C(=O)c4ccccc4C3=O)CC2)c(C)c1	0	-0.3	nt
CCCc1nc2ccccc2c(C(=O)OCC(=O)NC2CC2)c1CC	8	0.4	nt
Cc1cc(C)c2nc(N(CCCN(C)C)C(=O)c3ccc4c(c3)OCCO4)sc2c1	10	0.0	-5.8*
NC(=O)CNC(=O)[C@@H]1CC2(CC(c3ccccc3)=NO2)CN1C(=O)c1ccc(Br)cc1 (stereo not given in full)	20	-1.1	i
Cc1ccc(NC(=O)c2oc3c(c2C)C(=O)CC(C)(C)C3)cc1	10	0.0	i
Cc1nnc(SCc2ccc([N+](=O)[O-])cc2)[nH]c1=O	14	-1.0	i
Cc1ccc(N=Cc2c(O)ccc3ccccc23)cc1F	-6	0.0	i
Cc1ccc(CCNC(=O)C2CCN(S(=O)(=O)c3cccc4cccnc34)CC2)cc1	20	-0.9	i
CCOC(=O)C1CN(S(=O)(=O)c2ccc(Cl)cc2)c2cc(S(=O)(=O)CC)ccc2O1 (stereo not given)	-2	-1.0	i
O=S(=O)(NN=C1CCCCCC1)c1ccc(Cl)cc1	12	-2.4	i
CC(C)(C)OC(=O)N1CCC(NC(=O)c2nc[nH]c2C(=O)NCC(=O)OCc2ccccc2)CC1	12	-0.3	i
Cc1ccc(-c2noc(CN3CCC(C(N)=O)CC3)n2)cc1	9	-0.7	i
CCCC(=O)Nc1cc(C)c(NC(=O)c2ccco2)cn1	-9	-0.7	i
C=CCn1c(SCc2c(C)noc2C)nc2sc3c(c2c1=O)CCC(C)C3 (stereo not given)	17	-2.3	i
O=S(=O)(Nc1ccncc1)c1cc(Cl)ccc1Cl	0	-1.5	i
Cc1ccc(-n2ncc3c2CCCC3NC(=O)CCCN2CCCCC2=O)cc1C (stereo not given)	2	-1.3	i
Cc1cccc(OCC(=O)OC(C)CN2CCCCC2)c1 (stereo not given)	19	-1.6	i
CNC(=S)N1CCc2ccccc2C1	12	0.6	i

New compounds follow
SMILES	OX1R antag	STK33 inh	KCNQ2 block
CCCCN(C)C(=O)C1CCCN(S(=O)(=O)c2ccc3c(c2)oc(=O)n3C)C1 (stereo not given)	7	0.0	i
O=C(c1ccc2nc(N3CCOCC3)sc2c1)N1CCCC1	3	-0.4	i
COc1ccc(/C=N/n2c(SC)nnc2-c2ccccc2)cc1C	12	-1.7	i
COc1cc(/C=C2\C(=N)N3N=C(S(C)(=O)=O)SC3=NC2=O)ccc1OCCOc1ccccc1C	23	1.7	i
Cc1ccc(C(=O)CSc2n[nH]c(-c3ccco3)n2)cc1C	16	-1.6	i
COCc1[nH]nc2c1C1(C(=O)N(C)c3ccccc31)C(C#N)=C(N)O2 (stereo not given)	17	1.0	i
c1coc(C2OCC3(CO2)COC(c2ccco2)OC3)c1 (stereo not given)	1	-2.1	i
O=C(NCc1ccc2c(c1)OCO2)c1c(O)nc2sccn2c1=O	20	nt	i
Cc1c(C(C)(C)C)s/c(=N/S(=O)(=O)c2ccccc2)n1C	5	-0.2	i
S=c1[nH]cc(-c2ccc(Cl)cc2)n1-c1ccccc1	15	0.1	i
CCOC(=O)c1c(S(=O)(=O)NCC(=O)Nc2cc(C)ccn2)c(C)n(C)c1C	14	-0.2	i
CCOC(=O)c1ccc(NC(=O)CN2C(=O)CSCC2=O)cc1	14	0.4	i
CC(=O)NC12CC3CC(C1)CC(C(=O)OCC(=O)NC(=O)c1cccn1C)(C3)C2	19	2.1	i
CN(C)C(=O)c1ccc(NC(=O)c2cc(-c3ccco3)nc3ccccc23)cc1	nt	0.7	i
C#CCOCCOCCOCCNc1nc(N2CCN(C(=O)[C@H]([C@@H](C)O)n3cc(CCCCN)nn3)CC2)nc(N2CCN(C(=O)[C@H](CCCCN)n3cc(CCCC)nn3)CC2)n1	11	0.5	nt
CC(=O)C1=C(O)C(=O)N(CCN2CCOCC2)C1c1ccc(N(C)C)cc1 (stereo not given)	5	0.3	i
O=C(O)C1CCN(C(=O)c2ccccc2C(=O)N2CCC(C(=O)O)CC2)CC1	12	-0.8	i
Cc1ccsc1C1NC(=O)c2ccccc2N1 (stereo not given)	30	1.1	i
Cc1ccc(CNc2ccc3c(c2)ncn3C(C)(C)C)cc1	32	1.8	i
C=CCNC(=O)[C@@H]1CSC2c3ccc(OC)c(OC)c3C(=O)N21 (stereo not given in full)	-5	-2.3	i
Cc1nc(C)n(C(C)CNS(=O)(=O)c2ccc(Cl)cc2)n1 (stereo not given)	5	-1.9	i
COc1cccc(C(=O)NCC(=O)OCC(=O)Nc2cc(OC)c([N+](=O)[O-])cc2C)c1	11	0.1	i
CC1(C(=O)Nc2nnc(SCc3ccccc3)s2)Cc2ccccc2C(=O)O1 (stereo not given)	8	-0.9	i
CCOC(=O)C1C(=O)CC(C)(O)C(C(=O)OCC)C1c1ccc([N+](=O)[O-])cc1 (stereo not given)	22	-2.0	i
CCOC(=O)c1ccc2c(c1)C(=O)N(C1CCCCC1)C2=O	11	-2.4	i

Part of the list above in order of molar mass, smallest number first.
SMILES	OX1R antag	STK33 inh	KCNQ2 block
Cc1ccc(N=Cc2c(O)ccc3ccccc23)cc1F	-6	0.0	i
COc1cccc(C(=O)Nc2ccc(N(C)C)cc2)c1OC	8	0.5	i
CC1(C)C(=O)OC(/C=C\c2cccc([N+](=O)[O-])c2)C(C)(C)C1=O (stereo not given)	16	1.4	i
CCCc1nc2ccccc2c(C(=O)OCC(=O)NC2CC2)c1CC	8	0.4	nt
CCOC(=O)c1ccc(NC(=O)CSc2nc3ncccc3[nH]2)cc1	22	0.5	i
COc1ccc(Oc2c(C(F)(F)F)oc3cc(OCC(=O)O)ccc3c2=O)cc1	5	-0.4	i

Further records.
SMILES	OX1R antag	STK33 inh	KCNQ2 block
CCN(CC)S(=O)(=O)c1ccc(N(C)C)c(NC(=O)CC(NC(C)=O)c2ccccc2)c1 (stereo not given)	20	1.3	i
COc1cc(NC(=O)c2oc3ccccc3c2C)ccc1NC(=O)c1ccco1	15	-1.1	i
O=C(CN1C(=O)C2(OCCCO2)c2ccccc21)NCCc1ccccc1	22	-0.5	i
O=C(OCC(=O)N1CCCc2ccccc21)c1ccc(S(=O)(=O)C(F)F)cc1	12	-0.8	i
COCCNC(=O)c1cc(-c2ccc(-c3ccccc3)cc2)nc2ccccc12	32	-2.2	i
Cc1ccc(C)c(CSc2ccc3nnc(-c4ccccn4)n3n2)c1	0	-1.8	i
CC(C)(C)c1cc(C(=O)C[n+]2ccc(C(=O)NCCCO)cc2)cc(C(C)(C)C)c1O	36	-0.1	i
N#CC(C(N)=O)=C1CCCCC1	0	0.3	i
O=C(COC(=O)C1CCCC1)NCc1ccc(Cl)cc1	1	-0.1	i
CC(C)(C)OC(=O)N1CCC(c2c(C(=O)N3CCN(C(=O)c4ccco4)CC3)cnn2-c2ccc(F)cc2)CC1	9	-0.2	i
CN(C)c1cc(-c2ccc([N+](=O)[O-])cc2)oc(=O)c1Cl	49*	-2.5	i
CCOC(=O)c1c(C)[nH]c(C)c1C(=O)COC(=O)/C=C/c1ccccc1[N+](=O)[O-]	35*	-0.4	nt
COc1ccc(C2C(C#N)=C(N)Oc3cc(N)ccc32)cc1OC (stereo not given)	12	-0.3	i
Cn1cc(CN2CCC(C(=O)N3CCCCC3)CC2)c(-c2ccccc2F)n1	15	0.3	i
CCc1ccc(NC(=O)C2CCN(S(=O)(=O)c3ccc4[nH]c(=O)ccc4c3)CC2)cc1	7	-1.4	i
CCOc1cc(C=O)ccc1OCc1cc(=O)n2cc(C)ccc2n1	11	1.5	i
CC1(C)C2CC=C(/C=N/NC(=O)c3ccccc3O)C1C2 (stereo not given)	6	1.1	i
O=C(c1cn(-c2ccccc2)nc1-c1cccnc1)N1CCN(S(=O)(=O)c2ccccc2F)CC1	3	-0.8	nt
Cc1cc(Br)c2c(c1)/C(=C/C(=O)c1cccs1)C(=O)N2	26	0.9	i
O=C(N/N=C\c1cccs1)c1sccc1-n1cccc1	18	-1.2	i
CCc1ccc(NC(=O)COc2coc(CN3CCN(c4ccccc4)CC3)cc2=O)cc1	-3	nt	i
COCCN(CC(=O)Oc1ccccc1P(=O)(OC)OC)Cc1ccccc1	17	0.8	i
COc1cccc(NC(=O)N2CCC(N3CCCCC3)CC2)c1	14	0.1	i
C#CCNC(=O)C1=C[C@H](c2ccc(C(F)(F)F)cc2)C[C@H](OCCCCO)O1	25	-1.1	i
CC(C)(C)Cc1nnc(NC(=O)Cc2cccs2)s1	19	-1.1	i

Additional results follow:
SMILES	OX1R antag	STK33 inh	KCNQ2 block
CC(C)CNC(=O)[C@@H]1CSC2c3ccccc3C(=O)N21 (stereo not given in full)	nt	-0.8	i
O=C1CN2Cc3c(ccc(Cl)c3Cl)N=C2N1	17	-0.2	i
COc1ccc2c(c1)[n+](=O)c(C(C)=O)c(C)n2[O-]	39	0.6	i
O=C1NN=COc2ccccc21	2	0.4	i
O=C(CSc1nc2scc(-c3ccccc3)c2c(=O)[nH]1)Nc1ccccc1	44	-1.0	i
CC1CCN(CCOc2ccc(OCc3ccccc3)cc2)CC1	9	-1.2	i
COc1ccc(C(=O)CC(=O)C(=O)Nc2ccccc2C(F)(F)F)cc1	-8	-0.1	i
Cn1cc(C(=O)N/N=C/c2cccs2)c2ccccc21	26	0.9	i
O=C1CCN(CCc2ccccc2)CCN1[C@H](COc1ccccc1)Cc1ccccc1	32	-0.8	i
O=C(Nc1cccc2ccccc12)C1CCCC1	nt	-25	i
